ABCG2 inh: blocks JC-1 efflux by human ABCG2 transporter. Q9UNQ0. IgMXP3 cells, flow cytometry. inhibition, % at 6.6 µM. 190,000 compounds, 0.1% hits. AID 1325;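 active means inhibition above 80%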;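 further: 0% = DMSO and 100% = nicardipine control wells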
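Read-out basis: Efflux inhibition in percent versus controls | Test system: ABCG2 IgMXP3 and barcoded ABCB1 CCRF-Adr cell mix | Quantity: 3 million cells/mL in well | Schedule: 10 min at 25 °C | Control set: Nicardipine as high control, DMSO as low control | Reagent: JC-1 as fluorescent efflux pump substrate | Signal: Flow cytometry of retained JC-1 fluorescence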
RGS7-Gao: modulates binding of RGS7 to human Galphao | 220,000 compounds, 0.35% hits | P09471 | AID 1439 | binding response (% of control), % at 10 µM | Multiplexed bead flow cytometry; actives lie on both sides; in the data active means binding response below about 49% or above about 150%; inconclusive means no clear call, values can overlap the other calls; inactive means in between;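 further: fluorescent Galphao held in activated GDP-AlF4 state binding bead-coupled RGS7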
RGS8-Gao reg: modulates binding of RGS8 to human Galphao | 220,000 compounds, 0.34% hits | response (percent of control binding), % at 10 µM | multiplexed bead flow cytometry; actives lie on both sides | AID 1423 | P09471; in the data active means response below about 60% or above about 140%; inactive means in between;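 further: Galphao activated as the GDP aluminium fluoride complex binding bead-coupled RGS8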
Bim-Bcl-XL: human Bim-Bcl-XL interaction inhibition. Q07817. Bim peptide-Bcl-XL binding, bead flow cytometry, fluorescence. inhibition, % at 10 µM. 190,000 compounds, 0.04% hits. AID 1007
ABCB1 inh: inhibitors of human ABCB1 transporter, ABCG2 counter-screen; P08183; CCRF-Adr cells, JC-1 efflux, flow cytometry; inhibition, % at 6.6 µM; 190,000 compounds, 0.067% hits; in the data active means inhibition above about 40%;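 further: 0% = vehicle and 100% = reference inhibitor; higher value means more JC-1 retained so stronger ABCB1 efflux block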
Target sequence (P08183 whole entry, looked up): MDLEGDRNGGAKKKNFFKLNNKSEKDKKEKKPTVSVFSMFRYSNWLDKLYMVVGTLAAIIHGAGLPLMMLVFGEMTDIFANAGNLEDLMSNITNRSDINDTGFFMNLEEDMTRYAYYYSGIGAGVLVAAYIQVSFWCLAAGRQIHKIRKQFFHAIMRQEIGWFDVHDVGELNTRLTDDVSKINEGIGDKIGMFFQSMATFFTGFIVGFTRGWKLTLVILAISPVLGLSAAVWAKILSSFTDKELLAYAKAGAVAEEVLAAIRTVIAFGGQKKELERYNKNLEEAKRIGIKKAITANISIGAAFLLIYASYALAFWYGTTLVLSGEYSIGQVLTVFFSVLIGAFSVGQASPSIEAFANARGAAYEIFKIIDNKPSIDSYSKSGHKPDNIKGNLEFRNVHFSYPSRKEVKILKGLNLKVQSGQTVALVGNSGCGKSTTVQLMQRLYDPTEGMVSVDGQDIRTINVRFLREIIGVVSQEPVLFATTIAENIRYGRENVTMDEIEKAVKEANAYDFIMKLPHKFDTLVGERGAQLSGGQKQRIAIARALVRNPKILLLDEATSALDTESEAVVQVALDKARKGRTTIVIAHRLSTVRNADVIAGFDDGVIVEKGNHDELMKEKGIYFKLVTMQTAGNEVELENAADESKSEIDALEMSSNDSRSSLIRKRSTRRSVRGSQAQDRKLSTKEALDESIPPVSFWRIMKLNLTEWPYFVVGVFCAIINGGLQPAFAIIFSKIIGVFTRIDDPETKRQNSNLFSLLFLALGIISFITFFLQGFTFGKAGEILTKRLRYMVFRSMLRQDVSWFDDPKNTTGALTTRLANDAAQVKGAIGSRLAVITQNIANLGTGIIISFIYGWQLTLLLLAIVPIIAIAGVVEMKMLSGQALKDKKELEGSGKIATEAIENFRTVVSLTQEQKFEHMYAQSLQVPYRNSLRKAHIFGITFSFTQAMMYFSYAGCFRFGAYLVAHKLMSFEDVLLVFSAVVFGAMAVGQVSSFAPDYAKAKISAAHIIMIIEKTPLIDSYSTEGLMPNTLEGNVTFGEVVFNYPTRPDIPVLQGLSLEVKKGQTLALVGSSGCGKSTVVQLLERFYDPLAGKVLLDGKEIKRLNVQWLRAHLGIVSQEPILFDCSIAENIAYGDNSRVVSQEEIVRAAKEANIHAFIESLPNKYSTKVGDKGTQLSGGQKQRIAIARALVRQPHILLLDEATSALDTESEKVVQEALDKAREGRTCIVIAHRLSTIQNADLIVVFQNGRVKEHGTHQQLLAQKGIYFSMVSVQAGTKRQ
Bcl-B Bim block: inhibitors of Bim-Bcl-B interaction, human | Q9HD36 | bead-based flow cytometry, Bim peptide-Bcl-B binding | inhibition, % at 10 µM | 190,000 compounds, 0.073% hits | AID 951;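 further: 0% = tracer peptide without compound and 100% = reference inhibitor peptide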
RGS4-Gao reg: modulates binding of RGS4 to human Galphao. P09471. Multiplexed bead flow cytometry; actives lie on both sides. binding response (% of control), % at 10 µM. 220,000 compounds, 0.33% hits. AID 1415; in the data active means binding response below about 49% or above about 150%; inactive means in between;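 further: fluorescent Galphao activated with aluminum fluoride binding bead-coupled RGS4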
Bim-Bcl-2: inhibitors of Bim-Bcl-2 interaction, human. P10415. Bead-based flow cytometry, Bim peptide-Bcl-2 binding. inhibition, % at 10 µM. 190,000 compounds, 0.06% hits; in the data active means inhibition above about 40%; inconclusive means no clear call, values can overlap the other calls;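 further: 0% = no compound wells with probe peptide and 100% = reference peptide inhibitor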
Bcl-W Bim block: disrupts Bim peptide binding to human Bcl-W; Q92843; bead-based flow cytometry; inhibition, % at 10 µM; 190,000 compounds, 0.02% hits;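 further: 0% = bound tracer without compound and 100% = peptide blocker; higher means less fluorescent Bim peptide bound to Bcl-W beads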
Bfl-1 Bim block: disrupts Bim binding to human Bfl-1; Q16548; Bead-based flow cytometry, Bim-Bfl-1 binding inhibition; inhibition, % at 10 µM; 190,000 compounds, 0.12% hits;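 further: 0% = wells without compound plus tracer and 100% = blocker peptide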
Bim-Mcl-1: human Bim-Mcl-1 interaction inhibition. Q07820. Bead-based flow cytometry, Bim peptide-Mcl-1 binding. inhibition, % at 10 µM. 190,000 compounds, 0.1% hits;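 further: 0% = no compound tracer wells and 100% = peptide blocker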
* marks the source's active call; other numbers are inactive results; u = inconclusive; x = not tested or not shown. Unless noted, no stated cut-off is given here; in the data, active means inhibition above about 40%.

Below each SMILES – Bim-Mcl-1	ABCB1 inh	RGS4-Gao reg	Bim-Bcl-XL	RGS8-Gao reg	Bfl-1 Bim block	RGS7-Gao	Bcl-W Bim block	Bim-Bcl-2	ABCG2 inh	Bcl-B Bim block
O=C(O)/C=C/C(=O)Nc1ccccc1SC(F)(F)C(F)(F)C(F)(F)F
    1	2.9	99	0	101	-5	u	-1	-2	4	-5
CC1CN(C(=O)c2cc3c(s2)CCC3)CC(C)O1 (stereo unspecified)
    -7	-0.1	101	-2	101	-3	101	-2	-4	0	-2
Cc1cccc(OCC(=O)Nc2ccccc2N2CCCCC2)c1
    -2	0.2	103	0	101	0	102	-2	-1	1	0
Cc1nc(N2CCCCC2)c2c(-c3cccs3)csc2n1
    -1	0.2	106	0	102	-6	104	-4	-3	4	-3
CCOC(=O)c1sc(-c2ccc(C)cc2)c(C#N)c1C
    -4	-0.9	101	-1	97	3	117	0	2	-4	-9
CCc1ccc(CC)c(S(=O)(=O)Nc2ccc(O)c(C(=O)O)c2)c1
    -1	6.7	96	-9	100	-18	97	0	-6	-4	-6
CCc1sc(NC(=O)C(C)C)nc1-c1ccccc1
    0	0.5	97	-4	100	-6	u	-2	-4	3	-8
Cc1ccc(C)c(NC(=O)c2ccccc2O)c1
    -3	0.8	99	-4	98	-11	95	1	-9	7	-8
O=C(CNS(=O)(=O)c1ccc(Cl)cc1)NNC(=O)c1cccnc1
    -2	0.1	98	-1	98	-3	u	-2	-1	1	-4
CCc1c(C(=O)N2CCN(c3ccccc3F)CC2)[nH]c(C)c1C(C)=O
    2	0.2	106	-1	101	-1	100	-1	-4	1	-1
O=C(NCc1cccs1)C1CC(=O)N(c2ccccc2)C1 (stereo unspecified)
    0	-2.3	91	0	98	-1	89	-1	-2	-1	-4
COC(=O)c1coc(-c2ccc(C)cc2)c1C(=O)OC
    -4	-0.4	97	-5	98	-18	98	-1	-9	30	-10
COc1ccc(CNS(=O)(=O)c2cccc(S(=O)(=O)N3CCOCC3)c2)cc1
    0	0.4	97	-12	103	-11	101	-2	-9	2	-8
COc1ccc(C(C(=O)NC2CCCC2)N(CCN2CCOCC2)C(=O)c2ccc(OC)c(OC)c2)cc1 (stereo unspecified)
    5	0.0	106	7	109	10	104	0	8	0	8
CCc1c(C(=O)NCCc2ccc(OC)c(OC)c2)[nH]c(C)c1C(C)=O
    7	1.2	100	-15	101	-11	103	6	0	8	-2
Cc1nc(SCC(=O)c2ccc(F)cc2)n[nH]1
    -2	0.3	102	-4	100	-6	111	-3	-10	50	-10
Cc1noc(/C=C/N(C)C)c1S(=O)(=O)N1CCc2ccccc21
    3	0.4	100	2	100	-6	102	7	-7	1	0
CCCCOc1ccc(S(=O)(=O)NNC(=O)C2Cc3c(ccc4ccccc34)O2)cc1 (stereo unspecified)
    -3	0.1	104	-24	100	-13	107	-1	-12	0	-5
Cc1ccc(OC(=O)C2c3ccccc3Oc3ccccc32)cc1C
    -4	0.2	101	-6	101	-8	98	-4	-5	8	-6
Cc1ccc(S(=O)(=O)C2(C(=O)Nc3ccc(C(C)C)cc3)CC2)cc1
    -2	0.1	101	-4	103	0	100	-6	2	1	1
Cc1ccc(-c2c3c(=O)n(C)c(=O)n(C)c3cn2N2CCOCC2)cc1
    -2	-0.1	105	0	105	-3	104	0	-1	0	0
CCOC(=O)c1c(C)[nH]c(C(=O)COC(=O)c2[nH]c(C)c(C(C)=O)c2C)c1C
    4	4.1	100	-7	103	-10	99	0	-5	8	-10
O=C(CCCN1C(=O)/C(=C/c2cccs2)SC1=S)NNC(=O)c1ccncc1
    -2	-0.5	99	0	98	3	100	-2	0	-1	-1
COc1ccc(Sc2cc(C(F)(F)F)nc(-c3ccccn3)n2)cc1
    -6	0.6	102	-8	100	-16	100	0	-10	5	-15
O=C1CC(c2cccs2)CC2=C1C(c1ccccc1)n1ncnc1N2 (stereo unspecified)
    -5	0.6	100	-7	101	-2	102	-7	-5	2	-6
Cc1ccc(CNc2nc3ccccc3n3cnnc23)cc1
    1	-2.2	99	-1	98	-6	96	3	-6	-2	-4
COCC(=O)NCCc1nc(-c2ccccc2)cs1
    0	0.4	103	-7	100	-9	105	0	-12	3	-8
Cc1cc(NS(=O)(=O)c2ccccc2)c([N+](=O)[O-])cc1C
    -3	0.8	103	-4	105	2	103	-2	1	7	-4
O=C(Nc1cccc(C(F)(F)F)c1)c1cc(S(=O)(=O)N2CCCCC2)ccc1N1CCOCC1
    -5	-0.2	96	-6	90	-3	98	1	-7	5	-4
CC1CC(C)CN(c2ncc3c(n2)CC(c2ccccc2Cl)CC3=O)C1 (stereo unspecified)
    -4	1.1	95	-7	95	-18	94	-2	-5	21	-9
CCOC(=O)N1CCN(Cc2nc3c(c(=O)[nH]c(=O)n3C)n2CCCc2ccccc2)CC1
    0	1.5	104	-4	102	-1	102	0	1	4	-1
CC(=O)N1CCC(N(CCN2CCOCC2)C(=S)Nc2cccc(C)c2C)CC1
    3	-0.8	107	1	116	2	104	6	4	-6	-1
OC(COC(c1ccccc1)c1ccccc1)CN1CCOCC1 (stereo unspecified)
    -4	-1.5	97	-7	101	-7	98	-3	-1	-2	-6
O=C(/C=C/c1ccc(Cl)cc1)NCc1cccs1
    -7	0.1	94	-1	98	-1	98	0	-2	14	-5
O=C(Nc1ccc2oc(-c3cccnc3)nc2c1)c1ccc2c(c1)OCCO2
    11	-1.3	99	7	105	16	95	22	16	-3	-8
COc1ccccc1C1(O)CCN(C(=O)c2cccs2)CC1
    1	-6.4	93	-1	100	0	94	1	0	-5	0
O=C(O)CN1CCc2ccccc2C1
    0	0.0	101	-1	99	-4	98	-2	-3	0	0
Cc1ccc(S(=O)(=O)c2nc(Nc3nccs3)sc2Cl)cc1
    -3	-1.6	104	-5	104	-17	104	0	-5	-24	-8
Cc1cccc(C2c3[nH]c4ccccc4c3CCN2C(=O)c2nn(C)c(=O)c3ccccc23)n1 (stereo unspecified)
    0	1.0	91	-1	94	-2	82	0	-1	3	-1
CC#CCCc1nc2ccccc2c(=O)n1N
    -8	x	99	-6	104	-1	98	-7	-5	-1	-7
CC(=O)Nc1ccc(S(=O)(=O)Nc2nc3n(n2)C(c2ccccc2)CC(=O)N3)cc1 (stereo unspecified)
    -1	0.4	98	-6	103	-14	101	-2	-9	1	-10
CC(C)Oc1ccc(/C(O)=C2/C(=O)C(=O)N(CCN3CCOCC3)C2c2ccccc2)cc1 (stereo unspecified)
    0	-0.1	104	-4	103	-7	104	0	2	-1	-4
CCn1c(N2CCN(C(=S)Nc3ccc(OC)cc3)CC2)nc2ccccc21
    2	0.5	95	-2	97	-2	89	0	1	4	-3
Cc1cc2cc(CCNC(=O)c3cccc([N+](=O)[O-])c3)c(=O)[nH]c2cc1C
    -6	0.1	35*	-7	61	1	37*	-3	-4	0	-11
Cc1ccc2nc(SCc3nnc(-c4ccccc4[N+](=O)[O-])o3)c(C#N)cc2c1
    0	0.6	96	0	100	0	99	0	1	1	1
O=c1c2sccc2n(Cc2cccc(F)c2)c(=O)n1-c1ccc(F)cc1
    -2	0.6	101	-4	103	-1	99	0	-2	0	-5
Fc1ccc2[nH]c3c(N4CCN(C5CCCCC5)CC4)ncnc3c2c1
    4	0.3	108	2	118	1	107	6	0	0	5
CC(=O)NC(Cc1ccccc1)C(=O)OCC(=O)c1ccccc1 (stereo unspecified)
    -4	-1.1	103	-5	103	-5	98	-3	-3	0	-6
CCOc1ccc(CC(=O)NCc2ccc3c(c2)cc(C)n3C)cc1
    0	0.2	101	-3	104	0	103	-3	-5	0	2
COc1ccc(/C=N/NC(=O)c2ccc(N(C)S(=O)(=O)c3ccccc3)cc2)cc1
    -2	1.9	99	-7	101	-5	98	-4	-5	4	-7
CCN1CCN(C(=O)Nc2ccc(Cc3ccc(NC(=O)N4CCN(CC)CC4)cc3)cc2)CC1
    -3	0.5	100	-5	100	-14	98	-4	-5	7	-7
COCCN1C(=O)CC(NNC(=O)c2ccc(S(=O)(=O)N3CCCC3)cc2)C1=O (stereo unspecified)
    -3	0.3	101	-1	99	-5	u	-3	-4	2	-6
CC(C)CCC(O)(CCC(C)C)C(=O)NNc1ccccc1
    -6	0.3	100	-5	101	-3	100	-6	-2	2	-6
O=C(Nc1nc2ccc([N+](=O)[O-])cc2s1)c1ccco1
    -1	0.0	93	-5	98	-10	93	0	-2	1	-11
CCOC(=O)c1c(C)n(CC(O)CN(C)C)c2cc(Br)c(OC)cc12 (stereo unspecified)
    -2	0.0	96	-1	99	-3	90	-2	-2	4	0
Cc1ccc(C(=O)NC(=S)NCC2CCCO2)cc1 (stereo unspecified)
    -2	0.3	112	-1	106	-1	104	0	-2	3	-2
CCCCNc1cc(=O)n(C)c(=O)n1C
    -1	0.2	98	2	99	-1	95	0	0	3	-1
CC(=O)NC1=C(C#N)C(c2ccccc2)c2c(ccc3ccccc23)O1 (stereo unspecified)
    -2	0.0	101	-7	100	-7	95	-1	-5	0	-5
CCCc1c(C)c2cc(C)ccc2[nH]c1=O
    -2	0.9	103	0	102	0	101	-1	0	4	-1
O=C(COC(=O)C1CCN(S(=O)(=O)c2ccccc2C(F)(F)F)CC1)NCc1ccc(F)cc1
    -3	0.8	109	-7	128	-4	108	-2	-6	8	-4

(further entries)
Below each SMILES – Bim-Mcl-1	ABCB1 inh	RGS4-Gao reg	Bim-Bcl-XL	RGS8-Gao reg	Bfl-1 Bim block	RGS7-Gao	Bcl-W Bim block	Bim-Bcl-2	ABCG2 inh	Bcl-B Bim block
CCOC(=O)CSc1ncccn1
    -1	0.0	102	-8	100	-6	108	-7	-3	0	-9
Cc1ccc(S(=O)(=O)NC(=O)COc2ccccc2C(N)=O)cc1
    -3	-0.3	104	-3	104	-2	103	0	0	30	-1
O=C(Nc1ccc(F)cc1)C1CCCO1 (stereo unspecified)
    1	0.2	102	-1	105	-5	103	1	0	1	-3
CCC(C(=O)OCC(=O)Nc1cccc(S(=O)(=O)NC2=NCCCCC2)c1)c1ccccc1 (stereo unspecified)
    -2	0.1	101	-1	105	-10	100	-1	-8	0	-3
O=C(/C=C/Sc1ncn[nH]1)c1ccc(Cl)cc1
    -3	0.2	86	1	88	5	86	3	-1	2	-8
COC(=O)CSc1nnc(-c2ccc(S(=O)(=O)N3CCC(C)CC3)cc2)o1
    1	0.3	99	-5	101	-5	99	1	-4	2	-4
COc1ccc2c(c1)nc(SCC(=O)C(C)(C)C)n2C
    -4	0.3	96	-3	95	-16	95	-3	-9	1	-12
Cc1cccc(OCCCC(=O)Nc2ccc(S(=O)(=O)Nc3onc(C)c3C)cc2)c1
    -7	0.2	98	-8	98	-18	102	-4	-14	-2	-10

Whole records, looked up by structure.
Cc1cc2cc(CCNC(=O)c3cccc([N+](=O)[O-])c3)c(=O)[nH]c2cc1C is entered as Bim-Mcl-1 = -6; ABCB1 inh = 0.1; RGS4-Gao reg = 35*; Bim-Bcl-XL = -7; RGS8-Gao reg = 61; Bfl-1 Bim block = 1; RGS7-Gao = 37*; Bcl-W Bim block = -3; Bim-Bcl-2 = -4; ABCG2 inh = 0; Bcl-B Bim block = -11
Cc1nc(N2CCCCC2)c2c(-c3cccs3)csc2n1 is entered as Bim-Mcl-1 = -1; ABCB1 inh = 0.2; RGS4-Gao reg = 106; Bim-Bcl-XL = 0; RGS8-Gao reg = 102; Bfl-1 Bim block = -6; RGS7-Gao = 104; Bcl-W Bim block = -4; Bim-Bcl-2 = -3; ABCG2 inh = 4; Bcl-B Bim block = -3

Screens: PubChem BioAssay, NMMLSC
